AID inhibitor: Primary qHTS assay for inhibitors of Activation Induced Cytidine Deaminase (AID): AID signal; AID deamination FRET fluorescence, UDG-coupled, 4 h; actives 0.32% (n = 91,000); Single-stranded DNA cytosine deaminase (Homo sapiens), Q9GZX7; Potency, µM (doses to about 115 µM), for the others: at the highest dose activity change, negative = inhibition, most hits filed as inhibitors; further: nearly all actives have a fitted effect of over 25% in size
Target sequence (Q9GZX7 whole entry, looked up): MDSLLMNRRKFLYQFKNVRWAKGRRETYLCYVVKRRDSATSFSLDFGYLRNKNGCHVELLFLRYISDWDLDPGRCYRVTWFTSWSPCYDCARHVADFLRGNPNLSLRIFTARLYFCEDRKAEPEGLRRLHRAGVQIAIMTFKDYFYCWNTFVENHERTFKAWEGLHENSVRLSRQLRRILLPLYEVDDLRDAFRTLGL
UDG counter: Primary qHTS assay for inhibitors of Activation Induced Cytidine Deaminase (AID): UDG Counterscreen signal; Uracil-DNA glycosylase; FRET deamination/UDG coupled assay, UDG read, 4 h; Potency, µM (top dose mostly 115 µM), inactives show at the highest dose activity change, negative = inhibition, usual class: inhibitors; actives 0.14% (n = 91,000); further: nearly all actives have a fitted effect of over 65% in size
* = called active by the depositor; ? = inconclusive; [ ] = another dose, or the depositor's remark. The call rests on the fitted dose curve; in most records, active means well fitted curve in the direction sought with a large enough effect; inconclusive means small, poorly fitted or top-dose-only effect, or another doubt; inactive means no such curve, though single readings can be large; an effect the other way counts as inactive or inconclusive. On the % scale 0 is the no-effect control and ±100 the full control effect; potency means the concentration at half of the fitted maximal effect. A portion of the library; the hit share may differ from the screen's.

SMILES	AID inhibitor	UDG counter
O=C(c1cc(-c2ccco2)[nH]n1)N1CCN(c2ccccn2)CC1	5%	7%
Cc1cccc(NC(=O)C23CCC(C)(C(=O)C2)C3(C)C)c1C (centres undefined)	8%	-1%
COc1cccc(N2CCN(C(=O)C(CCSC)NS(=O)(=O)c3ccc4c(c3)oc(=O)n4C)CC2)c1 (centres undefined)	5%	2%[57.5 µM]
CCc1ccc(NC(=O)Cn2c(=O)n(-c3ccc(Cl)c(Cl)c3)c(=O)c3c(C)c(C)sc32)cc1	-14%	0%
Cc1c(CN(C)C(=O)c2cc(-c3ccccc3)nc3ccc(Br)cc23)cnn1C	-9%	-8%
O=S(=O)(NCc1ccc(F)cc1)c1ccc2[nH]c3c(c2c1)CCCCC3	-11%	-4%
O=C(NC1CCCc2ccccc21)c1csc2c1CCCC2 (centres undefined)	-2%	-9%
Cc1ccc(C(=O)NCC(=O)OCc2cc(=O)n3nc(C4CC4)sc3n2)cc1	46%[activator]	13%
COc1ccc(-c2nc3ccccc3n2Cc2ccc(C(C)C)cc2)cc1	?	-4%
O=C(Cn1nc(-c2cccs2)c2ccccc2c1=O)NCCc1ccc(F)cc1	4%	3%
COc1ccc(CCNC(=O)CCCn2c(=O)c3ccccc3n(CC(=O)Nc3cc(Cl)ccc3C)c2=O)cc1OC	-10%	1%
CCOC(=O)Cc1csc(NC(=O)Cc2c(C)c3c(OC)cc(C)cc3oc2=O)n1	-13%	-3%
CCOC(=O)c1c(C)[nH]c(C)c1S(=O)(=O)NCC(=O)NCc1ccccc1C	4%	?
CC(CNC(=O)CCCNC(=O)C(C)(C)C)c1ccccc1 (centres undefined)	-4%	-9%
CNC(=O)C1CCC(Cn2c(=O)c3sccc3n(CC(=O)N3CCCCC3C)c2=O)CC1 (centres undefined)	7%	12%
O=C1C(c2ccccc2)=S=C2C=Cc3ccccc3N12	-7%	0%
COc1ccc(NC(=O)Cc2coc3cc(C)cc(C)c23)c(OC)c1	-1%	14%
O=Cc1cc(Cl)ccc1OC(=O)/C=C/c1ccc(F)cc1	-6%	5%
CCCS(=O)(=O)NCCc1sc2nc(-c3ccc(F)cc3)nn2c1C	9%	1%
Cc1ccc(S(=O)(=O)NC2CC2)cc1C(=O)Nc1ccc(N2CCCCC2)c2ccncc12	-5%	-12%
O=C(CNC(=O)c1ccc(F)cc1)OCc1cc(=O)n2ccsc2n1	6%	5%
CC1=C(C(N)=O)C(c2cccc(O)c2)n2ncnc2N1 (centres undefined)	2%	-5%
Cc1cccc(-n2c(SCC(=O)N3CCCCC3)nc3ccccc3c2=O)n1	3%	3%
COc1ccc2c(c1)CC(C(=O)NCCN1CCN(c3cccc(Cl)c3)CC1)CO2 (centres undefined)	?	-4%
COc1ccc(COC(=O)C2=C(C)NC(=O)CC2c2cccc(Cl)c2Cl)cc1 (centres undefined)	2%	6%

Next section.
SMILES	AID inhibitor	UDG counter
CCCCN(CCCC)C(=O)c1ccc(N)cc1	-7%	1%
CCOC(=O)c1c(C)c(-c2ccccc2)n(CC(=O)NCCN(C)C)c1C	-5%	-7%
COC(=O)C1(C)Cc2ccc(C)cc2C(=O)O1 (centres undefined)	-1%	5%
COc1ccc(Cn2ccc3nc(C)c(C(=O)Nc4cc(C)cc(C)c4)cc3c2=O)cc1	2%	-7%
COc1cc(C=O)ccc1OCCCCOc1ccc(Cl)cc1Br	-20%	-8%
COc1ccccc1NC(=O)c1sc2nc(C)c(C(=O)Nc3ccc(C)cc3C)c(-c3cccs3)c2c1N	12%	1%
C=CCN(CCc1ccccc1)C(=O)c1nn(C)c(=O)c2ccccc12	-6%	0%
CC(C)c1ccc(NC(=O)c2ccc3c(Cl)c4c(nc3c2)CCC4)cc1	-10%	-5%
Cc1ccc(CC(=O)NCc2nc(-c3ccccc3)no2)cc1	-13%	-2%
Cn1c(=O)[nH]c(=O)c2c1nc(N1CCN(CCO)CC1)n2Cc1cccc(Br)c1	-5%	-4%
COc1ccc(CNc2oc(/C=C/c3cc(OC)c(OC)c(OC)c3)nc2C#N)cc1	?	-7%
Cc1cc(OCC(=O)N(Cc2ccc(N(C)C)cc2)Cc2ccco2)cc(C)c1Cl	?	-18%
COc1ccc(N2CC(NC(=O)Cc3cccs3)CC2=O)cc1 (centres undefined)	5%	-13%
C=CCNCc1ccc(-c2ccc(C(=O)OC)cc2)o1	-2%	7%
Cc1ccccc1OC(=O)CSc1nnc(-c2ccc3c(c2)OCO3)o1	10%	43%[activator]
Clc1c(/C=N/Nc2ccccc2)sc2ccccc12	-14%	-7%
N#CC(C(=O)CCOCc1ccccc1)c1ccc2ccccc2n1 (centres undefined)	42%[activator]	4%
COc1cccc(C(=O)N(Cc2cccc(Cl)c2)Cc2ccco2)c1	?	-16%
Fc1cc(Br)ccc1OCc1cc(-c2cccs2)on1	-12%	-7%
Cc1c(C)n(C)c2ccc(C(=O)NCCCN3CCCCC3C)cc12 (centres undefined)	14%	-3%
CC(C)N(CCC(=O)c1ccc2ccccc2c1)Cc1ccccc1	-28%	4%
CN(Cc1ccccc1Cl)C(=O)Cn1c(=O)c2c(ncn2C)n(C)c1=O	-12%	-2%
CC1(C(=O)NCc2ccccc2)Cn2c(ccc2-c2ccco2)C(=O)N1Cc1ccccc1 (centres undefined)	1%	4%
CN(CC(=O)NCC(F)(F)F)Cc1ccccc1	-8%	2%
O=C(NC1CCCC(C(F)(F)F)C1)c1cnc2ccccn2c1=O (centres undefined)	0%	-11%

In a second layout: results already given.
> CN(CC(=O)NCC(F)(F)F)Cc1ccccc1
  AID inhibitor = -8%; UDG counter = 2%

> Clc1c(/C=N/Nc2ccccc2)sc2ccccc12
  AID inhibitor = -14%; UDG counter = -7%

> Cc1ccccc1OC(=O)CSc1nnc(-c2ccc3c(c2)OCO3)o1
  AID inhibitor = 10%; UDG counter = 43%[activator]

> O=C(NC1CCCC(C(F)(F)F)C1)c1cnc2ccccn2c1=O (centres undefined)
  AID inhibitor = 0%; UDG counter = -11%

Continued.
SMILES	AID inhibitor	UDG counter
O=C1CCCc2c1cc(C(=O)NC1CCCCCC1)c(=O)n2-c1ccc(C(F)(F)F)cc1	24%	-4%
COc1ccc(Cc2n[nH]c(=S)n2CC(C)C)cc1	-4%	0%
CCOc1ccc(NC(=O)CSc2nc3c(c(=O)[nH]2)CN(Cc2ccc(Cl)cc2)CC3)cc1	-21%	-13%
CC(C)NC(=O)/C(=C/c1ccc(-c2cccc(C(F)(F)F)c2)o1)NC(=O)c1ccccc1	3%	-2%
COc1ccc(NC(=O)c2sc3c(c2C)C(c2cccc(O)c2)CC(=O)N3)cc1 (centres undefined)	-3%	-5%
Cc1cccc(OCc2nnc(SCC(=O)Nc3ccc(C)cc3C)o2)c1	4%	-10%
CCNC(=O)NC(=O)CSc1nc2ccccc2c(=O)n1-c1ccc(F)cc1F	-3%	-1%
O/N=C(/c1ccc(F)cc1)c1ccc(O)cc1O	2%	4%
Cc1occc1-c1nc(-c2ccc(Br)cc2)no1	-7%	6%
CCN(CC)c1nc2ccccc2s1	-4%	-7%
Cc1nc2c(-c3ccc(F)cc3)c(C)nn2c(C)c1CCC(=O)NCc1ccc(F)cc1	1%	-1%
Cc1nn(C)c2nc(C3CC3)cc(C(=O)N3CCN(c4ncccn4)CC3)c12	4%	3%
CCCCOC(=O)c1ccc(NC(=O)Cn2nnc3sc4c(c3c2=O)CCCC4)cc1	-23%	0%
O=C(NCCc1ccccc1)c1ccc2nc(N3CCOCC3)sc2c1	-1%	6%
O=C(Nc1ccc(Br)cc1F)c1ccc(-c2ccccc2)cc1	0%	-6%
COc1cc(C)c(/C=C(\C#N)C(=O)Nc2cccc(Cl)c2C)cc1C(C)C	-10%	-3%
Cc1ccc2cc(C(=O)N3CCN(S(=O)(=O)c4cccs4)CC3)[nH]c2c1	-4%	-6%
CCc1ccc(NC(=O)C(C)n2nnc3sc(-c4ccccc4)cc3c2=O)cc1 (centres undefined)	58%[activator]	-2%
CCCn1nc(C(=O)OCC(=O)Nc2ccc(C(N)=O)cc2)c2ccccc2c1=O	7%	0%
CCS(=O)(=O)c1ncc(N(Cc2ccccc2)Cc2ccco2)c(C(=O)Nc2ccccc2C)n1	-8%	-2%
Cc1ncsc1C(=O)N1CCCC1Cc1c(F)cccc1Cl (centres undefined)	-3%	3%
Cn1nnnc1SCCCNCc1cccc(OCc2ccc(F)cc2)c1	2%	-6%
COCCNC(=O)C1CCN(S(=O)(=O)c2ccc3c(c2)CCCN3C(C)=O)CC1	0%	18%
O=C(CCC(=O)c1cccs1)OCC(=O)c1ccc(-c2ccccc2)cc1	16%	-7%
O=C(Nc1cc(C(F)(F)F)ccc1F)c1cccc(COc2ccc(Cl)cc2)c1	-2%	3%

New compounds follow
SMILES	AID inhibitor	UDG counter
Cc1ccc(OCc2ccc(C(N)=O)cc2)cc1	1%	-1%
O=C(c1ccc2c(c1)N(Cc1c(F)cccc1Cl)C(=O)c1ccccc1S2)N1CCOCC1	?	-21%
CCC(C)n1c(=N)c(S(=O)(=O)c2ccccc2)cc2c(=O)n3ccccc3nc21 (centres undefined)	-2%	5%
O=C(Cn1ncn2cccc2c1=O)NCc1cccc(Br)c1	11%	4%
O=S(=O)(c1ccc(-c2csc(NC3CCCC3)n2)cc1)N1CCCC1	-11%	-8%
CONC(=O)C(NC(=O)C12CC3CC(CC(C3)C1)C2)C(C)C (centres undefined)	-7%	-5%
CN(C)c1ccc(NC(=O)CN2C(=O)c3ccccc3Sc3ccc(C(=O)N4CCCC4)cc32)cc1	3%	-11%
COc1ccc(NC(=O)C2CCCN(S(=O)(=O)c3ccc(Cl)cc3)C2)cc1 (centres undefined)	7%	-4%[57.5 µM]
Nc1nc(Nc2ccc(F)cc2)sc1C(=O)c1ccccc1Cl	0%	-2%
CC1=C(C(=O)Nc2ccc(Cl)cc2)C(CC(C)C)n2nc(SCc3ccccc3C)nc2N1 (centres undefined)	-7%	-19%
Cn1c(SCC(=O)Nc2sccc2C#N)nnc1-c1ccc(Cl)cc1	7%	2%
Cc1ccc(-c2nc3scc(CCNC(=O)Cc4ccc(Cl)cc4)n3n2)cc1	-15%	-5%
O=C(O)CSc1cc(F)ccc1F	7%	5%
CC(CC(=O)Nc1ccc(F)cc1)S(=O)(=O)c1cc2c3c(c1)CCN3C(=O)CC2 (centres undefined)	70%[activator]	0%
CC(CC(=O)C1C(C)C=CCC1(C)C)NCc1ccccc1 (centres undefined)	-3%	-7%
CCOc1cccc2c(C)nc(Nc3nc(CSc4ccc(C)cc4)cc(=O)[nH]3)nc12	?	25%
CCOc1ccc(NC(=O)c2cnn(-c3ccccc3)c2-n2cccc2)cc1	-12%	10%
CCCOc1ccc(NC(=O)COc2cccc(C)c2C)c2cccnc12	5%	-3%
Clc1ccc(Sc2nc(-c3ccccc3)cs2)cc1	-7%	1%
COc1ccc(Cl)cc1C(=O)NCc1nnnn1-c1ccccc1	-4%	1%
CC(=O)N1c2ccc(S(=O)(=O)N3CCCCCC3)cc2CC1C(=O)NCc1ccccc1C (centres undefined)	2%	5%
Cc1ccc(/C=C(\C#N)C(=O)Nc2ccc(Br)cc2)o1	5%	1%
Fc1ccc(Cc2cn3cc(-c4ccc(F)cc4)nc3s2)cc1	8%	1%
CC(=O)N1CCc2cc(Br)cc(S(=O)(=O)NCCc3cccc(C)c3)c21	-20%	-8%[57.5 µM]
O=C(O)c1ccc(Br)cc1F	-1%	5%
O=C(/C=C/c1ccccc1)Nc1ccc2c(c1)CCC2	-3%	-1%
COc1ccccc1OC(C)C(=O)N1CCN(CCc2ccccn2)CC1 (centres undefined)	17%[57.5 µM]	9%[57.5 µM]
CC(=O)c1ccc(NC(=O)c2ccc(-n3cnnc3)cc2)cc1	32%[activator][57.5 µM]	-7%[57.5 µM]
O=C(CCC1CCCC1)Nc1cccc2ccccc12	-1%	1%

Entries above that contain bromine:
SMILES	AID inhibitor	UDG counter
Cc1c(CN(C)C(=O)c2cc(-c3ccccc3)nc3ccc(Br)cc23)cnn1C	-9%	-8%
COc1cc(C=O)ccc1OCCCCOc1ccc(Cl)cc1Br	-20%	-8%
Cn1c(=O)[nH]c(=O)c2c1nc(N1CCN(CCO)CC1)n2Cc1cccc(Br)c1	-5%	-4%
Fc1cc(Br)ccc1OCc1cc(-c2cccs2)on1	-12%	-7%
Cc1occc1-c1nc(-c2ccc(Br)cc2)no1	-7%	6%
O=C(Nc1ccc(Br)cc1F)c1ccc(-c2ccccc2)cc1	0%	-6%
O=C(Cn1ncn2cccc2c1=O)NCc1cccc(Br)c1	11%	4%
Cc1ccc(/C=C(\C#N)C(=O)Nc2ccc(Br)cc2)o1	5%	1%
CC(=O)N1CCc2cc(Br)cc(S(=O)(=O)NCCc3cccc(C)c3)c21	-20%	-8%[57.5 µM]
O=C(O)c1ccc(Br)cc1F	-1%	5%

Quoted from the listing.
AID inhibitor result of CC(=O)c1ccc(NC(=O)c2ccc(-n3cnnc3)cc2)cc1 is entered as 32%[activator][57.5 µM]
AID inhibitor result of CC1=C(C(=O)Nc2ccc(Cl)cc2)C(CC(C)C)n2nc(SCc3ccccc3C)nc2N1 (centres undefined) is entered as -7%
